Bioassay records deposited in PubChem by The Scripps Research Institute Molecular Screening Center.
M1 PAM – potentiates human M1 receptor response to acetylcholine; activation, % at 3 µM; AID 588819; P11229; 360,000 tested, 0.088% active; CHO-K1 hM1, Fluo-8 calcium fluorescence, ACh EC20; 0% = ACh EC20, 100% = maximal ACh; in the data active means activation above about 19%, passing the limit was not always enough
Target sequence (P11229 whole entry, looked up): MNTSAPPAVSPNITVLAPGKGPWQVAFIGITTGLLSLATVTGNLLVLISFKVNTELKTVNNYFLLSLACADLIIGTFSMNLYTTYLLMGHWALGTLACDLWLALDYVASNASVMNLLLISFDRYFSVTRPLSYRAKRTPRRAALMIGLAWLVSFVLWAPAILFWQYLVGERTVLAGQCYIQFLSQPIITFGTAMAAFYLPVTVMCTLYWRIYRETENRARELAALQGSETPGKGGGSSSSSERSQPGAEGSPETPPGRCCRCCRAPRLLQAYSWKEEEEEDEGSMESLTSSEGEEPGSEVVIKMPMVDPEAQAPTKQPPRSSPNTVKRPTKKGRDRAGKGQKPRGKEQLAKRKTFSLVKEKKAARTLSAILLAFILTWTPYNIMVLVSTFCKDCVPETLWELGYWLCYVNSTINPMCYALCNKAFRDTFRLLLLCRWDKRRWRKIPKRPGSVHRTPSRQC
TAAR1 agonist – human TAAR1 agonism; CHO RD-HGA16 TAAR1, Fluo-8 calcium fluorescence; vehicle wells 0%, saturating PEA agonist 100%; 360,000 tested, 0.99% active; Q96RJ0; activation, % at 3 µM;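 active means activation above the mean activation of all test compounds in the run plus 3 SD, cut at about 38% in these data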
Target sequence (Q96RJ0 whole entry, looked up): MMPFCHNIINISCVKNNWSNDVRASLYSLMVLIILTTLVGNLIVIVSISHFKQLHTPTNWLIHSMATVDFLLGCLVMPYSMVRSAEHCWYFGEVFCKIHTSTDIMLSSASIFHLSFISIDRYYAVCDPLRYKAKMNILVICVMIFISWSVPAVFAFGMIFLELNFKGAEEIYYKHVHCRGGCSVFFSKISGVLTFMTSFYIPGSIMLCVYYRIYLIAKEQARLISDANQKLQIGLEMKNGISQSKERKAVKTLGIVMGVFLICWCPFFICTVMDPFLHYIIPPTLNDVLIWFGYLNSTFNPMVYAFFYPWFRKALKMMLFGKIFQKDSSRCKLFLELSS
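test system = CHO RD-HGA16 cells carrying human TAAR1 plus Gα16 | schedule = 17-24 h seeding, 75 min 37 °C dye, 30 min RT | compound dosing = 3 µM single concentration | control set = DMSO and PEA EC100 | replicates = n 1 | signal = Fluo-8 fluorescence, 5 s baseline then 140 s kinetic read | measure = percent activation vs PEA EC100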
CHO-K1 Ca antag – nonselective inhibitor or artifact in parental CHO-K1 cells; inhibition, % at 3 µM; AID 602250; ATP-induced calcium, Fluo-8 fluorescence; 360,000 tested, 0.6% active;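 active means inhibition above a per-plate cutoff, the plate's mean sample inhibition plus 3 SD, cut at about 24% in these data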;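 further: 0% = DMSO plus EC80 ATP and 100% = DMSO alone without ATP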
TAAR1 antagonist – antagonists of human TAAR1; Q96RJ0; CHO RD-HGA16 TAAR1, Fluo-8 calcium fluorescence, antagonist; inhibition, % at 3 µM; 360,000 tested, 1.5% active; AID 624466;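 active means inhibition above a per-plate cutoff, the mean inhibition of test compounds on that plate plus 3 SD, cut at about 49% in these data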;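 further: 0% = DMSO plus EC80 beta-PEA response and 100% = DMSO alone without agonist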
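Material: CHO RD-HGA16 cells bearing hTAAR1; compound dosing: one-point dosing, 3 µM nominal final; schedule: dye loading 75 min at 37 °C, then 30 min room temperature; measured by: calcium fluorescence with Fluo-8; control set: vehicle and agonist controls; replication: n of 1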
M1 antag – human CHRM1 antagonism; P11229; CHO-K1 hM1, Fluo-8 calcium fluorescence, ACh EC80 antagonist; inhibition, % at 3 µM; 360,000 tested, 1.3% active;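 active means percent inhibition above its own plate's cutoff, namely the mean of that plate's compound wells plus 3 SD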;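 further: peak over basal fluorescence ratio during 140 s after agonist addition; 0% = ACh EC80 plus DMSO and 100% = DMSO alone without agonist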
CHO parental Ca – counter-screen: ATP calcium response change in parental CHO cells; parental CHO-K1, ATP-induced calcium, Fluo-8 fluorescence; inhibition, % at 5.6 µM; 330,000 tested, 0.63% active;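 active means inhibition above that plate's mean sample inhibition plus 3 SD, cut at about 26% in these data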;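 further: 0% = ATP-challenged DMSO wells and 100% = DMSO wells without ATP; some compounds past the cut are filed as inactive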
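Measured by: calcium-sensitive Fluo-8 fluorescence / Test system: CHO parental line / Controls: ATP-challenged DMSO wells low, unchallenged DMSO wells high / Measure: % inhibition / Compound: single nominal dose of 5.6 µM per compound / Replicates: single well per compound, no replicates / Reagent: ATP as calcium-mobilizing challenge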
CHRM1 agonist – agonists of human M1 muscarinic receptor | CHO-K1 hM1, Fluo-8 calcium fluorescence, agonist mode; 0% DMSO, 100% acetylcholine EC100 | activation, % at 3 µM | 360,000 tested, 0.33% active | P11229;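 active means activation above the run's mean compound activation plus 3 SD, cut at about 16% in these data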;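 further: peak over basal fluorescence ratio within a 140 s kinetic read after compound addition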
M1 PAM parental – counter-screen for M1 PAMs: effect in parental CHO-K1 cells | 360,000 tested, 0.02% active | ATP EC20, Fluo-8 calcium fluorescence; 0% at ATP EC20, 100% at ATP max | activation, % at 3 µM | AID 602247;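 active means activation above the run cutoff, the mean activation of all test compounds plus 3 SD, cut at about 40% in these data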;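 further: peak over basal fluorescence ratio in a 140 s read after ATP addition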
CHO-K1 Ca ag – nonselective activator or artifact in parental CHO-K1 cells; Fluo-8 calcium fluorescence; scaled to maximal ATP response, vehicle zero; activation, % at 3 µM; 360,000 tested, 0.48% active; AID 602248; in the data active means activation above about 15%;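 further: untransfected CHO-K1 host cells lacking M1 receptor as counterscreen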
Numbers without * were called inactive; . = not tested or not shown.

SMILES,TAAR1 agonist,CHO parental Ca,CHRM1 agonist,CHO-K1 Ca ag,M1 PAM,M1 PAM parental,M1 antag,TAAR1 antagonist,CHO-K1 Ca antag
O=C(CCc1ccccc1O)N/N=C/c1ccc(Sc2cccc3cccnc23)o1,0,-12,-5,1.0,4,14,1,19,-1
COc1ccc(-c2coc3c(C(=O)Nc4cccnc4)cccc23)c(C)c1,2,.,-2,6.0,-18,1,23,38,-4
O=C(CCC(=O)OCCCC(F)(F)C(F)(F)F)NC1CCCCC1,.,-11,-3,0.1,2,-11,-1,.,3
Cc1ccc(OCC(=O)Nn2cnc3ccccc32)cc1,11,-6,0,0.1,3,5,0,-11,-1
CCc1nc2c(OCc3ccc(Cl)cc3)cccn2c1N(C)C(=O)C1CC1,4,.,-9,0.1,-14,-1,15,-29,5
CCOc1ccc(-c2noc(-c3csc([C@@H]4O[C@H](CO)[C@H](O)[C@H](O)[C@H]4O)n3)n2)cc1,8,.,-1,0.3,4,4,-14,-24,0
Cc1cc(C)c(C)c(S(=O)(=O)NCc2ccc(C(=O)N3CCOCC3)cc2)c1C,6,-15,-1,1.1,6,17,-5,-14,-7
Cc1ccccc1CS(=O)(=O)c1cnc2ccccc2n1,-2,-19,-2,0.4,13,10,-16,-3,-2
CC(=O)N1[C@H](Cc2ccccc2)C=C[C@]1(C)C(=O)NCc1ccccn1,5,-13,-1,0.6,4,2,-6,11,-5
O=C(C1CCN(C2CCN(CC3CC=CCC3)CC2)CC1)N1CCOCC1 (stereo not given),7,-14,-6,4.0,6,26,-7,-22,-7
CCN(CC)CCNC(=O)CCCCn1c(=S)[nH]c2c([nH]c3ccc(OC)cc32)c1=O,-1,-17,-13,10,-2,2,5,24,-16
O=C1C(=Cc2cccc(Cl)c2)CCc2ccccc21,1,.,-5,1.1,0,16,-9,-21,-5
COC(=O)c1cccc(NC(=O)CSc2nnc(COc3ccccc3)n2C)c1,-1,-29,-2,0.5,1,11,-5,-7,-3
C=CCOc1ccc(Cl)cc1CNCCCN1CCOCC1,3,-14,-12,0.2,-2,9,-1,-8,-20
CCCS(=O)(=O)NC(=O)C1(C)CCCN(C(=O)c2oc3ccccc3c2C)C1 (stereo not given),4,.,2,0.5,8,13,-17,-8,-12
O=[N+]([O-])c1cc(Cl)cc(/C=N\Nc2ccccn2)c1O,13,10,-4,0.5,5,11,-15,7,-17
COC(=O)c1nnn(CC(=O)NC(=O)Nc2ccccc2F)c1C(=O)OC,4,-14,1,1.4,8,23,-6,2,-11
O=C(CCN1C(=O)/C(=C/c2ccccc2)SC1=S)NNC(=O)c1ccncc1,9,-7,-1,3.0,-2,8,1,18,1
CC(=O)Nc1cnc(NC(=O)c2cccc(F)c2)cc1C,0,-4,-2,-0.2,3,5,-7,-1,-7
COc1ccc(C(=O)CNc2cccc(F)c2)cc1,0,-9,-6,4.9,14,22,-18,3,-7
CC(=O)c1ccc(OCc2cc(C(=O)N(C)CCN3CCOCC3)no2)cc1,2,-14,0,0.8,1,11,-7,-24,-11
COc1cccc(-n2cc(CN(C)Cc3nc(Cc4ccccc4)no3)cn2)c1,1,-25,-8,2.0,6,30,-6,-15,-7
COc1ccc(Cc2n[nH]c(=S)n2-c2cc(C)ccc2C)cc1OC,0,.,-2,0.8,5,16,-6,-2,-5
CCn1c(SCC(=O)NCc2ccco2)nc2c(c1=O)SC(C)C2 (stereo not given),-1,-14,-6,-0.1,-1,1,2,-1,-8
Cc1ccc(OCc2cc(C(=O)N3CCC(C(O)C(C)C)CC3)no2)cc1C (stereo not given),2,-6,0,11,-4,-1,6,-15,-8
COc1ccc(CCNC(=O)COC(=O)C2=NNC(=O)CC2)cc1,1,.,3,-0.3,15,15,-17,-12,-3
COc1ccc(OCC(=O)OC2CCN(C)CC2)cc1,9,-6,-3,0.2,6,17,-2,-13,-11
Cc1ccc(CN(C)C(=O)CC2C(=O)NCCN2CC2CCCCC2)cc1 (stereo not given),2,-23,-6,0.5,9,18,-5,20,-2
C/C(=N/NC(=O)CNC(=O)C1COc2ccccc2O1)c1cccc(O)c1 (stereo not given),6,-14,-7,0.0,11,-15,-8,11,16
CCCc1nc2c(=O)n(C)c(=O)[nH]c2n1C,5,2,-2,0.2,6,11,-2,-13,-1
Cc1ncc(CN2CCCC(C(=O)Nc3ccc(-c4cccc(F)c4)cc3)C2)n1C (stereo not given),5,-6,-3,5.5,-18,1,32*,-8,2
CCCNC(=O)C1(C)CCN(C(=O)COCc2ccccc2)C1 (stereo not given),1,.,-3,0.2,0,18,-3,-14,-4
CC(c1ccccc1)c1nnc(N)s1 (stereo not given),3,-18,-3,0.2,7,10,-13,11,-14
COc1cccc(C2=NOC(C(=O)N3CCN(C(=O)c4ccco4)CC3)C2)c1 (stereo not given),-1,12,-2,0.7,-3,8,4,-6,3
O=C(CN(C(=O)c1csnn1)c1ccccc1C(F)(F)F)NCc1ccccc1,8,-9,2,2.6,8,-6,-14,-15,-9
O=C1NC(=O)N2CCSC2(Cc2ccccc2)N1 (stereo not given),3,.,-4,0.4,12,22,-23,0,-10
O=C1CCN(CCc2ccccc2)CCN1[C@H](CSc1ccc(Br)cc1)c1ccccc1,13,-18,-10,1.0,6,8,0,25,-10
S=C1NNC2(NN1)C1CC3CC(C1)CC2C3,3,-8,-5,-0.2,0,9,-18,-23,-5
COc1ccc(CCN(C)C(=O)CSc2nnnn2C)cc1OC,19,-6,-10,0.9,7,-4,-3,-1,-17
CSc1ccc(/C=N/Nc2ccc(Cl)c(C(=O)O)c2)cc1,5,7,-2,-0.5,10,9,-11,-3,-8
O=C(NCC(=O)N1CCOCC1)c1ccccc1,9,5,-3,0.2,8,-2,0,-8,-9
CC(C)(CC(=O)O)CC(=O)NNc1ncccc1C#N,3,-3,0,0.2,7,6,-8,-34,-6
COc1ccc(CC(=O)OCC(=O)N2CCN(S(=O)(=O)c3ccc(C)cc3C)CC2)cc1,11,-16,1,7.5,15,2,9,2,-14
Cc1ccc(OCC(=O)N2CCN(C(=O)c3cccnc3)CC2)cc1,1,-5,-4,-0.1,0,-8,2,-12,20
CCOC(=O)COc1nc(-c2ccc(Cl)cc2)cc(-c2ccco2)c1C#N,0,-8,2,12,8,10,-3,-34,3
COc1cc(O)c(C(C)=O)c(CC(=O)O)c1,0,-3,-2,0.6,1,-3,-2,13,-5
O=[N+]([O-])c1cccc(C(=Nc2ccc(Cl)cc2)NO)c1,10,-10,-4,0.1,10,6,-7,-17,0
CCOC(=O)c1nnn(-c2nonc2N)c1-c1ccc(OCC)cc1,15,-16,-5,-0.5,-2,10,-4,-6,-8
O=C(CCCc1ccccc1)Nc1ccnn1C1CCN(Cc2ccccc2)CC1,4,-28,-3,5.0,-2,14,4,3,-8
CCOc1ccc(N2C(=O)CC(N3CCOCC3)C2=O)cc1 (stereo not given),16,-1,-3,-0.3,0,18,9,-19,-25
COc1ccc(/C=C/C(=O)c2cc3c(cc2N)OCO3)cc1,-1,-6,-5,0.0,12,29,-11,-1,-22
Cc1ccc(/C(O)=C2/C(=O)C(=O)N(CCN3CCOCC3)C2c2cccnc2)cc1 (stereo not given),5,-3,-3,0.1,2,2,-1,-1,-3
CCOC(=O)C1CCN(Cc2cc(=O)oc3c(C)c(C)ccc23)CC1,7,-10,-3,5.9,-2,-10,-5,-18,-8
O=S(=O)(NCC1(N2CCOCC2)CCCCC1)c1ccc(F)cc1,1,-33,-3,0.8,1,1,1,-2,8
O=C(Oc1ccc(N(Cc2cccs2)C2=NS(=O)(=O)c3ccccc32)cc1)c1ccc(Cl)cc1,9,-11,0,0.0,-3,8,-5,13,-3
Cc1cccc(OCCC(=O)OCC(=O)Nc2c(C)nn(-c3ccccc3)c2C)c1,17,-22,-1,7.3,-8,-13,3,45,7

4 entries from above, sorted by count of non-hydrogen atoms, smallest number first:
SMILES,TAAR1 agonist,CHO parental Ca,CHRM1 agonist,CHO-K1 Ca ag,M1 PAM,M1 PAM parental,M1 antag,TAAR1 antagonist,CHO-K1 Ca antag
COc1ccc(/C=C/C(=O)c2cc3c(cc2N)OCO3)cc1,-1,-6,-5,0.0,12,29,-11,-1,-22
O=S(=O)(NCC1(N2CCOCC2)CCCCC1)c1ccc(F)cc1,1,-33,-3,0.8,1,1,1,-2,8
O=C(CCCc1ccccc1)Nc1ccnn1C1CCN(Cc2ccccc2)CC1,4,-28,-3,5.0,-2,14,4,3,-8
O=C(Oc1ccc(N(Cc2cccs2)C2=NS(=O)(=O)c3ccccc32)cc1)c1ccc(Cl)cc1,9,-11,0,0.0,-3,8,-5,13,-3

The list goes on.
SMILES,TAAR1 agonist,CHO parental Ca,CHRM1 agonist,CHO-K1 Ca ag,M1 PAM,M1 PAM parental,M1 antag,TAAR1 antagonist,CHO-K1 Ca antag
Cc1cc(C)n(-c2ccc(C(=O)Nc3cccc([N+](=O)[O-])c3)cc2)n1,16,-9,-6,8.2,-9,5,7,36,1
Cc1nn(C(C)C(=O)NCCCc2ccccc2)c(=O)c2cc3occc3n12 (stereo not given),6,-16,-3,0.1,7,15,-5,-11,-15
O=C(OCc1cc(=O)n2cc(Br)ccc2n1)c1ccc(Cl)c(S(=O)(=O)NCc2ccccc2)c1,6,-16,-10,1.8,2,17,-11,10,-9
Cc1ccc(C(=O)NC(C)C2CC3CCC2C3)c(C)c1 (stereo not given),2,-8,-6,-0.9,-7,17,6,-21,6
Cc1ccc(NC2CC(=O)N(c3cccc([N+](=O)[O-])c3)C2=O)cc1 (stereo not given),0,-7,-5,1.9,5,8,-6,-19,-17
Cc1cc(=O)c2cccc(Br)c2[nH]1,-1,-3,0,0.2,4,-1,4,-8,4
C/C(=N\NC(=O)Cn1c(-c2ccccn2)nc2ccccc21)c1ccccc1,20,-8,2,1.3,-2,-14,14,40,26*
O=C(COC(=O)C1=COCCO1)Nc1cc(Cl)c(Cl)cc1Cl,9,-14,-2,0.8,12,-3,-15,-1,-4
CCOC(=O)C(=CNc1ccc(S(N)(=O)=O)cc1)C(=O)OCC,5,-4,1,1.0,0,-2,4,-12,-1
Cc1csc(NC(=O)C2CC(=O)N(Cc3ccco3)C2)n1 (stereo not given),0,-7,-2,0.4,3,-13,-2,-3,0
CC(OC(=O)CNC(=O)C1CCCCC1)C(=O)NCc1ccccc1 (stereo not given),0,0,-1,1.6,2,13,13,12,-3
COc1cccc(NC(=O)CNC(=O)Cn2cnc3sc(C)c(C)c3c2=O)c1,1,-15,6,1.1,13,-7,-2,6,6
COc1cc(CNCc2cccnc2)ccc1OCC(=O)NC(C)(C)C,11,-8,-9,-0.5,-8,-7,10,7,11
